# Measles CPE = protection of cells from measles virus. Measles virus-infected cells, CPE protection, absorbance. protection (pct of control), % at 4 µM. 140,000 tested, 1.5% active; in the data active = protection mostly above about 24%, no sharp cut-off; inactive = mostly below about 26%; note: some compounds called inactive have numbers as strong as hits
# MRP-1 activ = MRP-1 activation | H69AR cells + doxorubicin, viability rescue, CellTiter-Glo | viability increase, % at 10 µM | 140,000 tested, 0.61% active | AID 799;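 active = viability gain under doxorubicin at or above a set limit, the compound median plus 3 SD, cut at about 4.7% in these data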;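 note: MRP-1 overexpressing cells given doxorubicin 25 µM after compound pretreatment; 18-22 h compound pretreatment then 72 h with doxorubicin before readout; 0% = doxorubicin-only wells and 100% = vehicle-treated cells without doxorubicin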
# NPY-Y2 antag = NPY-Y2 (human) receptor antagonism. P49146. NPY-Y2 expressing cells, antagonist mode. inhibition, % at 2.7 µM. 140,000 tested, 0.99% active. AID 793; in the data active = inhibition above about 17%;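 note: 0% = vehicle with agonist challenge and 100% = reference antagonist with challenge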
# Target sequence (P49146 whole entry, looked up): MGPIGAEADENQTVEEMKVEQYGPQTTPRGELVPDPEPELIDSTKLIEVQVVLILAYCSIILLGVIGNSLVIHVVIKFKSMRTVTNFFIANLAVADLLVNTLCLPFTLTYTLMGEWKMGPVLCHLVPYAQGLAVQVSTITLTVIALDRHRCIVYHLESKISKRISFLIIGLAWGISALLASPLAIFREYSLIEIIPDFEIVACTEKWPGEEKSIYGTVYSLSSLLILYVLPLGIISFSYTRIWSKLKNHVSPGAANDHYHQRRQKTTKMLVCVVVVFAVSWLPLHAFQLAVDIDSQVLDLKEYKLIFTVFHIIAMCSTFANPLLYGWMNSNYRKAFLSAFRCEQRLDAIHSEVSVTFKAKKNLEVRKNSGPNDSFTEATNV
# Yeast growth inh = chemicals that inhibit yeast BB579 growth in restrictive medium (lifespan-shortening candidates). S. cerevisiae BB579 growth, OD615, 48 h. inhibition, % at 10 µM. 140,000 tested, 0.51% active;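 active = inhibition above a set limit, 3 SD over the mean compound inhibition, cut at about 44% in these data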; note: inactives centre near -24
#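 controls = amphotericin B 10 µg/mL, positive | assay system = DeaD yeast strain BB579 | schedule = 48 h compound exposure at 30 °C after 4 h preincubation | detection = OD615 turbidity measurement | medium = restrictive CSMM-D medium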
# E-sel TNF inh = TNF alpha driven E-selectin expression inhibition | HUVEC TNFa-induced E-selectin immunofluorescence, high content | inhibition, % at 2 µM | 120,000 tested, 0.71% active | AID 1246;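 active = inhibition above the batch mean plus 3 SD, and confirmed as a hit on visual image review, cut at about 43% in these data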;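 note: 0% = TNF-stimulated DMSO wells and 100% = unstimulated control wells; not every result past the cut was called active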
# bCat KO growth = beta-catenin-lacking colon tumor cell growth suppression. HCT116 beta-catenin knockout viability, CellTiter-Glo, 60 h; stronger effect = lower value. AID 818. 140,000 tested, 1.5% active. viability, % at 10 µM;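 active = viability at or under a set limit, the compound median less 4 SD, cut at about 6% in these data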;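 note: 0% = Hyamine 1622 control at 20 µM and 100% = untreated cell control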
# HCT116 PTEN-null = PTEN-deleted cell growth suppression. viability, % at 10 µM. 140,000 tested, 1.2% active. HCT116 PTEN-null viability, CellTiter-Glo, 60 h; stronger effect = lower value;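 active = viability at or below a set limit, 4 SD under the median of all tested compounds, cut at about 3.7% in these data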;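 note: PTEN knockout HCT116 line with beta catenin targeted HCT116 as companion control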
# Yeast lifespan up = extends the lifespan of yeast; inhibition of the nicotinamide effect, % at 10 µM; AID 775; S. cerevisiae growth with nicotinamide, OD615; deaD strain in restrictive glucose medium; 130,000 tested, 0.68% active;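 active = inhibition above a set limit, placed 3 SD over the median of all compounds, cut at about 26% in these data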;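 note: 0% = nicotinamide-treated wells and 100% = cells grown without nicotinamide; some compounds called inactive have numbers as strong as hits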
#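 Assay system: engineered S. cerevisiae DeaD replicative-lifespan strain, galactose-grown log-phase cells; Buffer or medium: CSMM-D glucose medium, restrictive; Probe or stimulus: nicotinamide 1.5 mM; Compound: single dose 10 µM compound, 0.25% DMSO; Schedule: 4 h preincubation then 48 h treatment at 30 °C; Technique: OD615 measurement.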
# GALR2 blocker = blocks the human galanin receptor 2; GALR2-expressing cells, antagonist mode; inhibition, % at 4 µM; AID 828; 140,000 tested, 0.39% active; in the data active = inhibition above about 27%;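 note: cells stimulated with galanin 1-16 at roughly its EC80; 0% = agonist challenge control and 100% = basal control without agonist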
# Target sequence (O43603 whole entry, looked up): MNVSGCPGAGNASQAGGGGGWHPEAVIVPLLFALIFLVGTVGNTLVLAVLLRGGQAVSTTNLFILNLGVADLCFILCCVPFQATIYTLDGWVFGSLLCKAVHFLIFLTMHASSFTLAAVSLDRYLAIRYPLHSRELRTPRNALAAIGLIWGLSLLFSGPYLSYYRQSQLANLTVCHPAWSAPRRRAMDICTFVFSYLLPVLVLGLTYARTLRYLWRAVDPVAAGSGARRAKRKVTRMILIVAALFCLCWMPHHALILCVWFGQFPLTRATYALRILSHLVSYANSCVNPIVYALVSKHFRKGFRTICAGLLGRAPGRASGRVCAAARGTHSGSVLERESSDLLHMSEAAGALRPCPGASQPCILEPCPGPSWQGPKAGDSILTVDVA
# Phagocytosis inh = macrophage phagocytosis inhibition. J774A.1 macrophage IgG-bead phagocytosis, imaging. inhibition, % at 5 µM. 110,000 tested, 0.07% active;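 active = inhibition above the mean of the plate negative controls plus 5 SD, cut at about 13% in these data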;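 note: phagocytic index as fraction of beads internalized from green versus red external bead signal; plate controls were DMSO negative control for no effect and cytochalasin-D positive control for full effect; some results beyond the cut were filed as inactive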
# Active calls of the source: *; x = no result given.
smiles	Measles CPE	MRP-1 activ	NPY-Y2 antag	Yeast growth inh	E-sel TNF inh	bCat KO growth	HCT116 PTEN-null	Yeast lifespan up	GALR2 blocker	Phagocytosis inh
Cn1nc(-c2ccc(OCC(=O)NCC3CCCO3)cc2)c2ccccc2c1=O (centres undefined)	5.2	-0.8	-2.5	-46.5	x	68.3	76.1	7.5	0.1	-0.3
COc1ccc(C(=O)Nn2c(SCC(=O)NCC3CCCO3)nc3ccccc3c2=O)cc1 (centres undefined)	7.0	-1.2	2.0	11.9	-5.7	76.2	73.4	-21.7	-2.2	0.1
Brc1ccc(C2C3=C(Nc4ncnn42)c2ccccc2OC3c2ccncc2)cc1 (centres undefined)	9.4	-5.3	2.3	-35.7	27.8	69.2	60.8	0.3	2.9	-0.7
Cc1ccc(S(=O)(=O)NCCC(c2ccccc2)c2ccco2)cc1 (centres undefined)	22.6	-2.8	3.2	-45.4	8.9	69.0	67.5	8.8	-19.6	-10.8
Cc1ccccc1-n1nc2c(c1NC(=O)c1c(-c3ccccc3Cl)noc1C)CSC2	2.9	-1.7	2.5	-54.6	-30.9	82.8	73.3	-19.4	-12.1	1.7
Cc1ccc(Cn2nnc3c(=O)n(Cc4ccccc4C)cnc32)cc1	10.8	-1.6	16.4	-46.3	12.8	92.6	100.8	3.8	11.0	-0.8
Cc1nc(SCC(=O)NCc2ccccc2)c2oc3ccccc3c2n1	7.3	-2.6	6.1	-17.9	4.7	86.3	86.4	-1.0	-7.4	-0.6
CC1=NOC2(C1)N(C)c1ccccc1C2(C)C (centres undefined)	45.6	-0.5	0.4	-39.6	-10.6	99.7	86.8	-5.5	6.1	1.9
O=C(NCc1ccccn1)c1ccc(Cn2cc(Br)cn2)o1	9.3	-1.1	1.1	-31.3	-12.3	88.7	103.5	-5.4	-13.8	-0.6
COc1ccc(NC(=O)CSc2nnc(Cc3cccn3C)n2CCc2ccccc2)c(OC)c1	15.4	-3.4	2.1	-8.0	-0.4	86.1	78.5	-1.6	-3.6	x
Cc1nn(-c2ccccc2)c(C)c1C(=O)OCC(=O)N1CCN(S(=O)(=O)c2ccccc2)CC1	13.4	-2.8	-1.4	-4.0	x	77.8	74.9	-8.4	-5.8	-1.0
COC(=O)CSc1ccc(C#N)c(SCC(=O)OC)c1	4.9	-2.1	1.3	-19.8	-2.1	97.3	97.2	-17.9	4.3	-0.5
CCOC(=O)c1ccccc1NC(=O)Cn1c(=O)n(Cc2ccccc2)c(=O)c2c(C)c(C)sc21	12.5	-0.8	6.5	-45.3	x	81.1	76.2	3.6	5.8	-8.0
CCCC(=O)Nc1nnc(Cc2ccccc2)s1	7.0	1.1	1.6	-15.0	x	95.5	99.8	-10.9	4.9	x
CCC(C)(C)n1nnnc1C(c1ccc(OC)c(OC)c1)N1CCN(c2cccc(OC)c2)CC1 (centres undefined)	3.5	-0.7	21.8*	-4.2	19.4	72.2	62.9	-3.3	11.1	x
Cc1ccc(-n2nc(-c3ccco3)cc2C(=O)NCc2cccnc2)cc1	11.9	3.6	-2.7	-44.8	-8.9	80.4	78.2	-6.9	3.2	-0.9
COC(=O)C(N)Cc1ccc(O)cc1 (centres undefined)	4.4	0.4	1.1	0.6	12.3	102.6	107.4	1.9	7.8	0.2
N#Cc1cnc2sc3ccccc3n2c1=N	3.2	0.9	1.4	7.0	0.8	96.5	101.1	-11.8	-5.3	-0.5
CN1C(=O)C2C=CC1C1C(=O)N(c3ccccc3)C(=O)C21 (centres undefined)	16.7	-0.8	0.3	-12.8	x	92.0	100.7	1.9	4.0	1.0
COc1ccc2c(c1)C(=O)/C(=C/C=C/c1ccccc1)CC2	19.0	-1.9	8.8	-62.0	-25.1	71.4	69.3	x	-8.4	x
CCOC(=O)c1[nH]c(CSc2nnc(-c3ccncc3)n2CCOC)c(C(=O)OCC)c1C	13.4	-0.3	0.3	-55.1	-43.0	108.8	104.3	-5.9	-1.8	x
COc1ccc2[nH]c(=O)c(-c3noc(-c4ccccc4)n3)cc2c1	5.5	-0.7	1.3	-49.8	x	91.6	89.0	-7.9	3.9	0.1
Cc1cc(NC(=O)/C=C/c2ccccc2Cl)n(-c2nc3ccccc3[nH]2)n1	4.0	-3.3	4.3	-21.4	x	8.4	5.6	2.6	2.9	0.3
Cc1ccc(C(=O)CSc2nnc(COc3cccc(C)c3)o2)cc1	12.6	-1.7	12.6	-29.5	7.0	85.3	81.4	-2.1	8.4	-2.6
CCNc1cc(=O)n(C)c(=O)n1C	2.0	-0.7	-1.9	-49.2	-34.8	103.0	106.0	-15.9	22.6	-0.7
O=C(c1cc(Cl)cc(Cl)c1)N1CCC(=O)N(C(COCc2ccccc2)Cc2ccccc2)CC1 (centres undefined)	5.5	-4.1	3.6	-27.6	-2.6	77.4	76.7	6.9	4.3	x
O=C(Nc1nncs1)c1cccnc1Cl	17.3	-0.7	0.2	-37.4	3.6	99.0	95.0	3.7	-1.4	-5.7
COC(=O)c1ccccc1NC(=O)COC(=O)c1ccc(C)c(NC(=O)c2ccco2)c1	7.0	-1.5	3.4	-37.3	44.5	72.0	68.6	-22.1	-1.1	-0.5
N#Cc1nc(Cc2ccccc2)oc1N1CCC(C(N)=O)CC1	17.9	-1.0	0.9	-21.0	x	86.8	87.9	-2.5	-14.8	-1.2
CC1(C)CC2CC(C)(CN2C(=O)COC(=O)Cn2[nH]c(=O)c3ccccc3c2=O)C1 (centres undefined)	10.3	-0.4	0.8	-10.5	-7.2	98.6	91.4	-12.9	-7.4	0.2
Cc1ccc(C(=O)Oc2coc(CSc3nnc(NC(=O)c4cccs4)s3)cc2=O)cc1C	4.0	-2.6	-1.2	-24.9	x	96.1	99.7	11.6	-8.8	-0.5
CC(C)COc1cc(=O)[nH]c(SCC(C)C)n1	1.4	0.1	2.5	-25.7	10.2	95.1	111.2	-9.0	-4.6	-1.6
O=C(Nc1ccc2nn(-c3ccccc3)nc2c1)c1ccc2c(c1)OCO2	17.2	-0.4	9.3	-4.2	-17.4	88.4	90.5	-9.3	3.0	1.8
Cc1ccc(-c2ccc(C3C(C#N)=C(N)Oc4n[nH]c(C)c43)o2)cc1 (centres undefined)	7.9	-5.1	-0.6	-32.6	1.5	31.8	58.7	-12.5	-3.5	x
O=c1c2ccccc2cnn1-c1ccc(Br)cc1	3.6	-2.9	1.0	-49.6	-28.6	77.4	75.6	-20.3	6.2	-2.7
CCN(CC)c1ncnc2sc(C(=O)N3CCN(c4ccc(OC)cc4)CC3)c(C)c12	7.3	-2.5	3.7	-7.5	-95.4	91.8	83.5	-4.1	11.0	-0.7
CCCCNC(=O)c1onc(CSc2cccc(F)c2)c1C(=O)O	24.6	-0.9	17.0	-65.3	-14.7	106.3	94.0	8.7	4.2	x
CCOC(=O)N1CCN(c2c(NCCc3ccccc3)c(=O)c2=O)CC1	5.3	-0.1	0.6	-47.2	x	95.9	103.6	-7.4	1.7	-0.1
CC(=O)N1CCc2cc(S(=O)(=O)NCCC(=O)Nc3cccc(C)c3)ccc21	19.0	-1.3	0.5	-26.6	6.6	96.8	99.7	-3.1	7.8	-3.6
Cc1cccn2c(=O)c3cc(C(=O)NCCN4CCOCC4)c(=N)n(CCc4ccccc4)c3nc12	6.4	-2.9	1.9	-28.8	x	27.2	24.8	2.5	-28.6	-1.0
COc1ccccc1NC(=O)CN(Cc1ccccc1)S(C)(=O)=O	6.6	-2.2	2.0	-32.3	2.8	89.8	87.2	x	-2.2	x
COC(=O)c1nc2cc(C)ccn2c1F	13.7	-0.1	-0.9	-2.4	3.8	99.1	117.5	-7.1	6.0	-0.4
CC(=O)C1=NN(c2ccccc2)C(c2cccs2)N1c1ccccc1 (centres undefined)	3.8	-1.6	4.7	-45.8	32.1	55.5	58.8	-3.4	1.7	-1.8
CCOc1ccccc1NC(=O)Cn1cnc2c(nnn2-c2cccc(OC)c2)c1=O	3.6	-1.3	4.6	-37.3	-24.5	35.9	19.8	-1.8	7.7	x
Cc1cc(-c2ccccc2)n(-c2cc(N/N=C/c3ccccc3O)ncn2)n1	5.7	-4.3	-0.5	-33.2	-22.0	6.9	9.1	-5.8	4.3	-6.3
CC(C)N(CCCNC(=O)C1CCN(S(=O)(=O)N2CCOCC2)CC1)Cc1ccccc1	9.1	-1.8	1.9	5.9	16.4	99.1	94.2	-4.4	-2.7	-5.9
CSC1=NSC2=NC(=O)/C(=C\c3coc4ccccc4c3=O)C(=N)N12	7.2	-2.5	11.2	69.6*	x	101.0	100.2	20.6	10.0	-17.2
CCOC(=O)c1cc(-c2cccc(C(F)(F)F)c2)nc2nc(SC)[nH]c(=O)c12	4.7	-2.4	1.0	-50.9	19.5	85.9	76.4	-0.5	-6.9	-4.1
COC(=O)C1=C(C)N(CCc2cc(OC)c(OC)c(OC)c2)C(=O)N[C@H]1c1cccs1	7.7	-3.4	-0.1	-33.3	-9.0	103.1	95.5	-0.8	1.2	x
COC(=O)CNC(c1ccccc1)c1cc(Br)ccc1NS(=O)(=O)c1ccc(C)cc1 (centres undefined)	24.3	1.1	3.9	-43.4	x	76.8	76.2	7.3	-1.3	-9.5
O=C(NCc1cccnc1)C1CCCN(Cc2cnn(-c3ccccc3)c2-n2cccc2)C1 (centres undefined)	6.9	-1.1	-0.5	-35.9	22.2	91.1	87.5	-0.5	-7.5	-0.3
O=c1[nH]c2ccc(NC(=S)Nc3ccc(Cl)cc3Cl)cc2[nH]1	6.5	-1.2	1.4	-37.7	-9.0	97.2	111.0	-8.6	-7.9	-0.8
COc1ccc(CCNC(=O)CN2CCN(c3cccc(Cl)c3)CC2)cc1OC	7.2	-1.5	6.1	-27.2	6.8	53.1	57.8	-10.5	12.0	0.0
N#Cc1c(N)nc(SCc2ccncc2)c(C#N)c1-c1cccs1	3.1	-1.9	2.3	-59.5	-43.8	82.7	86.8	3.6	6.9	-0.8
CCN1C(=O)CC(N2CCOCC2)C1=O (centres undefined)	7.2	-0.2	-2.0	-20.4	15.0	98.2	98.2	-1.7	-8.6	-0.6
O=C(NCc1ccco1)c1cccc(N2CCCC2=O)c1	23.6	-0.6	3.5	-49.9	23.1	108.0	114.5	-5.0	-14.0	-1.7
CN(C)c1ccc(CN(C(=O)c2ccco2)C2CCS(=O)(=O)C2)cc1 (centres undefined)	8.3	-1.9	2.2	-27.3	-19.9	93.0	98.9	-3.3	5.5	-0.1
Cc1nc2cc(NC(=O)NCc3ccccc3)ccc2o1	4.5	-0.4	-0.7	-27.1	1.0	103.0	101.3	-7.4	3.4	-1.2

# Bioassay records as filed in PubChem.
